From PubChem
MsrA inh = inhibitors of bovine MsrA | purified bovine MsrA, absorbance read-out | hit rate 0.75% among 360,000 | AID 651718 | inhibition, % at 15.5 µM; in the data active means inhibition above about 4.5%;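 further: 0% = vehicle wells with enzyme and 100% = reference inhibitor wells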
FAS-TE inh = inhibitors of human fatty acid synthase thioesterase domain; inhibition, % at 15 µM; AID 602261; hit rate 0.67% among 360,000; recombinant FAS-TE, OMFH fluorogenic substrate, fluorescence endpoint; P49327;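 active means compounds whose normalised, plate-corrected inhibition of enzyme fluorescence in the single-dose primary screen is 50% or more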;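 further: 0% = DMSO with enzyme and 100% = substrate without enzyme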
Target sequence (P49327 whole entry, looked up, the tested form may be a part): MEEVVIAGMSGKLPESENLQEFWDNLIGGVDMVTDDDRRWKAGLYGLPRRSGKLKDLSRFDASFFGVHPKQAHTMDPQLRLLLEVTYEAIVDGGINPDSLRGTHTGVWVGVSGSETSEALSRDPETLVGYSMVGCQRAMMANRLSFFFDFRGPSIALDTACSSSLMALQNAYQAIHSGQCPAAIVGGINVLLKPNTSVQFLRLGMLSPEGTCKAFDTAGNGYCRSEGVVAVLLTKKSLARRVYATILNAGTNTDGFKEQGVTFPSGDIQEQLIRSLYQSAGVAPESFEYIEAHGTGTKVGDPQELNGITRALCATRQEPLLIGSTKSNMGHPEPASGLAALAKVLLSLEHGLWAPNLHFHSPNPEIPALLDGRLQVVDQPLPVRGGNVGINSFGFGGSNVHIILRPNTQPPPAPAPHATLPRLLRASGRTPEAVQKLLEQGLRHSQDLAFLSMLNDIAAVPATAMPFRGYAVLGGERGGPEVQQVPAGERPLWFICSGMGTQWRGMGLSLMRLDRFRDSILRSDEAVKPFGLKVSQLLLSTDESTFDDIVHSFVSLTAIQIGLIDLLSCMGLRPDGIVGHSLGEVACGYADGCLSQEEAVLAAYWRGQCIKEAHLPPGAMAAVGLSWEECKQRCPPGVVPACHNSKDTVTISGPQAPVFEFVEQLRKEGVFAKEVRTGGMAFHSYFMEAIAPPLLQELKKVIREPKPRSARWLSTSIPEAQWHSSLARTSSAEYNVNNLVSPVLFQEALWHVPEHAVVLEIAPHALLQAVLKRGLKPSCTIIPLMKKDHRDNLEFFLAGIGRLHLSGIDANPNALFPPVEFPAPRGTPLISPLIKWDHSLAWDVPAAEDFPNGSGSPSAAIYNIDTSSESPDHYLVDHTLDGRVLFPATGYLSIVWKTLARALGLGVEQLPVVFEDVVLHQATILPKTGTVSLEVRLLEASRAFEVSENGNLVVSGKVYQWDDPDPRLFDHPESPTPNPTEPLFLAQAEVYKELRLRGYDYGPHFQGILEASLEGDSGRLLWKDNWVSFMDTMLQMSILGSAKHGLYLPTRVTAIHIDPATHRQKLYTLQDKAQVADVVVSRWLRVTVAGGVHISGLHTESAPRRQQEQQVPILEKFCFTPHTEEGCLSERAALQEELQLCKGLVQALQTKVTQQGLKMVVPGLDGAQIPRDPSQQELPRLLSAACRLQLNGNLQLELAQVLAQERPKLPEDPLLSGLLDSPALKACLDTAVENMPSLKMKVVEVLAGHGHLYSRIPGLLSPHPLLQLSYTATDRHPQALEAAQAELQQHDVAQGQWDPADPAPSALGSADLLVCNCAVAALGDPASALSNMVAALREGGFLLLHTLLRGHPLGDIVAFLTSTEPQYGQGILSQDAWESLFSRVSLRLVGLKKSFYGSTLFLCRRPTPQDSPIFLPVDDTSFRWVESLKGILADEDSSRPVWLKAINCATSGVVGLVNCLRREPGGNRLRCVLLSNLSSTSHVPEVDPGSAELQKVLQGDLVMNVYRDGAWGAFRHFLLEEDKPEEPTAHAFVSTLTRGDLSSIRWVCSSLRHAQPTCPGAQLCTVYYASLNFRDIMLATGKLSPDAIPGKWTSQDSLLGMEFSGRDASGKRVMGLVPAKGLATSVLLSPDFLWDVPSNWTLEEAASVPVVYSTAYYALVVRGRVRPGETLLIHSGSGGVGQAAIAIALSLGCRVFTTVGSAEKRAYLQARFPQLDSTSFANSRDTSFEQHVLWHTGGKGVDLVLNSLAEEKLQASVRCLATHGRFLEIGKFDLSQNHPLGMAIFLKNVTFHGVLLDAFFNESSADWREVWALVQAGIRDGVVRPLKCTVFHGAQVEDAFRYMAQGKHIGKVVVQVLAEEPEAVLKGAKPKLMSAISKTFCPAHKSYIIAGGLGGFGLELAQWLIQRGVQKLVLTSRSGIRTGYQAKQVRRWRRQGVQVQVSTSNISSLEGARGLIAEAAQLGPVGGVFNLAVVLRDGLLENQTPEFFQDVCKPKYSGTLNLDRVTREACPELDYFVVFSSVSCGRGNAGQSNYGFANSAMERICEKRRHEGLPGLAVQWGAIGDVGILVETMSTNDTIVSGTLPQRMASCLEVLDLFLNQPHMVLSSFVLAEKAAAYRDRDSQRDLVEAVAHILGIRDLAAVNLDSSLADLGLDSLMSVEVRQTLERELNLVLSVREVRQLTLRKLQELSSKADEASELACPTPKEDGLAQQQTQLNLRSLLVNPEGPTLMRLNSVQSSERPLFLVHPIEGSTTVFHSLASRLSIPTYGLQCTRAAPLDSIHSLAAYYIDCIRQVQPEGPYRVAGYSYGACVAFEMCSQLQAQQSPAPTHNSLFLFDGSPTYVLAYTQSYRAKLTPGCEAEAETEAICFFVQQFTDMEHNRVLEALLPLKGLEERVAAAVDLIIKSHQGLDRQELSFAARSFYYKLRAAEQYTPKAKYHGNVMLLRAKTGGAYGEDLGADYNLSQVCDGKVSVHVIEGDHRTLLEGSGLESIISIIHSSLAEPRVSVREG
PABP1 MLLE inh = blocks PAM2 peptide binding to the PABP1 MLLE domain | hit rate 0.36% among 360,000 | inhibition, % at 20 µM | AID 588489 | GST-MLLE / FITC-PAM2 fluorescence polarization; in the data active means inhibition above about 35%, passing the limit was not always enough;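 further: plate controls were DMSO wells with GST-MLLE for no effect and wells lacking GST-MLLE protein for full effect; some results filed as inactive read as strong as hits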
MsrA act = activates bovine MsrA enzyme. purified bovine MsrA, absorbance read-out. activation, % at 10.6 µM. hit rate 0.3% among 360,000; in the data active means activation above about 7.5%;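 further: 0% = vehicle and 100% = reference activator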
TbMetRS inhib = Trypanosoma brucei MetRS inhibition. purified T. brucei MetRS, ATP depletion, Kinase-Glo luminescence. inhibition, % at 11.9 µM. hit rate 0.4% among 360,000;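 active means inhibition above a per-plate cutoff of the control wells' mean inhibition plus 3 SD, cut at about 5.5% in these data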;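 further: 0% = DMSO wells median and 100% = median of wells with control inhibitor compound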
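Dosing: 11.9 µM compound single dose, 0.9% DMSO; Assay system: purified T. brucei MetRS enzyme; Measured by: Kinase-Glo luciferase luminescence reporting remaining unconsumed ATP; Schedule: 15 min plus 2 h at 25 °C.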
E coli Lon inh = E. coli protease La inhibition. P0A9M0. purified E. coli Lon protease, fluorescence polarization. hit rate 0.42% among 360,000. inhibition, % at 7.94 µM; in the data active means inhibition above about 13%, passing the limit was not always enough;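 further: 0% = enzyme with probe and DMSO and 100% = no enzyme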
CendR NRP1 mod = alters CendR peptide binding to human NRP-1; O14786; FAM-RPARPAR peptide binding to NRP-1, fluorescence polarization; inhibition, % at 25 µM; hit rate 0.85% among 360,000;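 active means inhibition or corrected inhibition above about 18%, plus a signal ratio from 0.5 to 1.5, limit read from the data, passing the limit was not always enough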; further: strong numbers were not always called active
MT1-MMP act inh = blocks activation of human MT1-MMP; P50281; HT1080 RFP-PRO-GFP cells, GFP/RFP ratio fluorescence, overnight; percent of plate control window, DMSO zero; GFP/RFP ratio change, % at 20 µM; hit rate 0.061% among 360,000;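 active means GFP/RFP ratio change of at least 30% with cell ATP level not reduced by more than half and red fluorescence within 50% of control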; further: strong numbers were not always called active
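Test system: HT1080 cells expressing an RFP-PRO-GFP fluorescent reporter construct / Compound dosing: single-point 20 µM compound, 1% DMSO / Schedule: cells overnight before dosing, compound overnight, 37 °C, 5% CO2 / Evaluation: GFP/RFP fluorescence ratio / Control set: DMSO and RFP-L50D-GFP cell wells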
SKN-1 block = inhibitors of C. elegans SKN-1. hit rate 0.49% among 360,000. inhibition, % at 21.8 µM. C. elegans VP596 Pgst-4::GFP/RFP ratio, acrylamide-induced, 24 h;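 active means interference check ratio from 0.5 to 1.5 plus GFP to RFP signal ratio inhibition reaching or exceeding a fixed threshold, cut at about 30% in these data, passing the limit was not always enough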; further: some compounds called inactive have numbers as strong as hits
Starred values were filed as active, the others as inactive; · = no result given.

molecule	MsrA inh	FAS-TE inh	PABP1 MLLE inh	MsrA act	TbMetRS inhib	E coli Lon inh	CendR NRP1 mod	MT1-MMP act inh	SKN-1 block
COc1ccc2c(c1)[nH]c1c(=O)n(Cc3ccncc3)cnc12	-0.1	0	2	-1	0.0	7	7	0	1
Cc1nc(SCC(=O)c2ccccc2)[nH]c(=O)c1Oc1ccc(Cl)cc1	1.4	3	-1	-1	0.0	10	0	3	16
Cn1c(CCc2ccccc2)nnc1SCC(=O)N1CCOCC1	-0.3	-7	-12	-2	-0.1	-10	-3	5	0
CCCCCOc1ccc(C(=O)CCC(=O)NNC(=O)c2ccncc2)cc1	0.6	-4	8	-2	-0.3	-1	-7	2	1
CCOc1cc(/C=N/NC(=O)C(=O)NCCCOC(C)C)cc(Br)c1O	3.6	-8	4	-4	-0.1	0	-7	1	5
CCOC(=O)c1c(C)oc2c1c(CN1CCN(C(=O)OCC)CC1)c(O)c1ccccc12	0.8	24	24	-1	0.6	-3	-1	0	-1
COc1ccccc1N1CCN(C(=O)C(=O)c2cccc([N+](=O)[O-])c2)CC1	0.2	·	·	·	-1.0	·	6	2	14
O=C(Cn1c(NCCCO)nc2ccccc21)c1cccc(Br)c1	1.0	-2	0	-3	0.6	6	6	-2	17
COc1ccc(NC(=O)Cn2nnc(-c3ccccc3NC(=O)c3cccs3)n2)cc1	0.6	10	0	2	-0.2	-3	-14	-1	-4
COc1ccc(-c2csc(NC(=O)CSC(C)C(=O)Nc3cc(C)on3)n2)cc1OC (centres undefined)	-1.0	-6	13	-3	0.2	-14	10	3	10

molecule	MsrA inh	FAS-TE inh	PABP1 MLLE inh	MsrA act	TbMetRS inhib	E coli Lon inh	CendR NRP1 mod	MT1-MMP act inh	SKN-1 block
COCCN1C(=O)c2ccc(C(=O)Nc3cccnc3)cc2C1=O	0.1	-3	-6	-4	-0.2	-5	1	2	-4
COc1ccc(/C=N/N2C(=O)c3ccccc3C2=O)cc1	1.5	-7	-5	-3	0.1	8	2	-3	9
Cc1nc2ccccc2c2oc(C(=O)NCCCN3CC(C)CC(C)C3)cc12 (centres undefined)	-0.8	-10	4	-6	0.4	-5	6	3	-8
O=C(Nc1ccncc1)Nc1ccccc1Cl	-1.3	-2	3	-5	-0.5	-1	7	2	18
O=C(CCNC(=O)c1ccccc1Cl)Nc1nccs1	·	-3	3	-2	-0.6	1	10	0	4
Cc1nnc(SCC(=O)NC(=O)NCc2ccco2)s1	0.1	-5	11	-4	-0.1	3	6	0	-3
CC(C)N(CCc1ccncc1)C(=S)Nc1cccc(Cl)c1	-1.4	-8	-57	-3	-0.1	-1	10	-1	-11
CCN(c1ccccc1)S(=O)(=O)c1ccc(C(=O)NCC(c2ccccc2OC)N2CCCC2)cc1 (centres undefined)	-0.6	-4	-8	-3	-0.3	-26	-2	-5	-11
CCc1nc2ccc(C(=O)Nc3cccc(OC)c3)cn2c1N(C)CCCc1ccccc1	-0.5	17	3	-5	0.3	-7	-7	1	3
COC(=O)c1sccc1NC(=S)N(C)C1CCCCC1	2.2	20	-37	-4	-0.7	-8	-6	-1	-4

molecule	MsrA inh	FAS-TE inh	PABP1 MLLE inh	MsrA act	TbMetRS inhib	E coli Lon inh	CendR NRP1 mod	MT1-MMP act inh	SKN-1 block
C/C(=N\NC(=O)COc1cccc(Cl)c1)c1ccc2c(c1)OCCO2	0.7	6	-8	-1	0.6	4	-8	4	2
Nc1ncnc(Sc2ccc(Cl)cc2)c1[N+](=O)[O-]	-0.1	-6	24	-3	-0.4	2	-8	-19	8
NNC(=O)Cn1c(-c2ccccn2)nc2ccccc21	0.9	-4	-8	0	0.5	-2	9	-1	-11
Cc1nnsc1C(=O)N/N=C/c1ccc(OC(F)(F)F)cc1	0.2	1	0	-3	-0.8	-7	-1	-1	-1
O=C(CN1CCN(c2ccccn2)CC1)Nc1cccc(Cl)c1Cl	0.0	6	0	-3	-0.4	-4	4	6	4
COc1ccc(OCCn2cc(C=O)c3ccccc32)cc1	0.6	12	-11	-2	-0.2	-4	7	-1	3
COC(=O)c1c(NC(=O)C2SC(=NC3CCCCC3)C(C(N)=O)=C2N)sc2c1CCCC2 (centres undefined)	0.3	23	-10	-6	-0.4	6	0	-13	-1
CCOC(=O)Cn1nc(C)c2ccccc2c1=O	-0.7	-8	6	-3	0.1	-1	0	1	14
CCOC(=O)c1sc(=S)n(C)c1NC(=O)c1ccc(F)cc1	0.6	-10	35	-8	-0.4	15	-8	-2	4
COCCCNC(=O)CCCn1c(=O)c2ccccc2n(Cc2cccc([N+](=O)[O-])c2)c1=O	0.0	33	17	-4	-0.1	-4	4	3	-2

molecule	MsrA inh	FAS-TE inh	PABP1 MLLE inh	MsrA act	TbMetRS inhib	E coli Lon inh	CendR NRP1 mod	MT1-MMP act inh	SKN-1 block
N=c1c(C(=O)NCc2ccc(F)cc2)cc2c(=O)n3ccccc3nc2n1Cc1cccnc1	1.3	-10	13	-7	-2.0	-12	-12	-13	-20
O=C(COC(=O)c1ccc(O)cc1O)NC12CC3CC(CC(C3)C1)C2	0.9	7	-2	-1	-0.2	0	4	3	1
Cc1ccc2cc(CCNC(=O)c3ccc(S(=O)(=O)N4CCOCC4)cc3)c(=O)[nH]c2c1	0.2	-3	-1	0	-0.1	-4	8	1	-7
CCC(=O)N1CCC(NC(=O)Nc2ccc(OC(F)(F)F)cc2)CC1	-0.9	-7	-4	0	-0.2	-3	11	-2	14
Cc1ccc(OCCC(=O)OCC(=O)c2c(N)n(C)c(=O)n(C)c2=O)cc1	1.8	7	10	-12	-0.7	1	4	·	-2
COc1ccc2c(C)c(CC(=O)N3CCN(C(=O)C4COc5ccccc5O4)CC3)c(=O)oc2c1 (centres undefined)	1.7	5	-8	-11	-0.8	4	3	2	-14
CC(=C\C(=O)O)/C(=C/c1ccccc1)C(=O)O	0.7	-5	-10	-1	-0.2	11	-3	1	0
COc1ccc(CCNC(=O)c2cc3c(=O)n4cccc(C)c4nc3n(CCCN3CCOCC3)c2=N)cc1	0.7	-2	-12	-1	0.1	2	11	-2	2
COCCN(C(=O)c1csnn1)C(C(=O)NC1CCCCC1)c1cccs1 (centres undefined)	-0.3	-6	1	-1	0.2	-1	7	2	2
N#CCCN(C(=O)COC(=O)c1ccc2c(=O)n3c(nc2c1)CCC3)c1ccccc1	-0.8	-1	3	-3	0.0	-3	11	-1	1

molecule	MsrA inh	FAS-TE inh	PABP1 MLLE inh	MsrA act	TbMetRS inhib	E coli Lon inh	CendR NRP1 mod	MT1-MMP act inh	SKN-1 block
O=C(Nc1cccc(Cl)c1)C1CC1c1ccccc1 (centres undefined)	1.3	12	7	-1	-0.2	1	-6	-2	4
COC(=O)c1ccccc1-c1ccc(C(c2c(C)[nH][nH]c2=O)c2c(C)[nH][nH]c2=O)o1	0.3	20	18	1	0.0	-2	7	-4	-3
Cc1ccc(S(=O)(=O)Nc2ccc(N=Nc3ccc(O)cc3)cc2)cc1	1.9	25	-1	-6	-0.9	-9	-5	3	18
NC(=S)c1ccc(C(N)=S)o1	3.4	-6	38*	-8	-0.3	-10	7	1	4
O=C(NCc1ccccc1CN1CCOCC1)c1ccc(-n2cccn2)cc1	-0.6	-4	7	-9	-0.5	-8	-10	2	-19
COc1cc(/C=N/N2CCN(Cc3ccc(Cl)cc3)CC2)ccc1OC(C)=O	-1.0	22	13	-1	-0.4	4	7	7	22
CN(c1cccc(NC(=O)c2ccc(N(C)S(=O)(=O)c3ccccc3)cc2)c1)S(C)(=O)=O	0.4	13	4	0	0.0	2	-5	-2	-14
CC(=O)N1c2ccc(S(=O)(=O)NCCC(=O)Nc3ccc(F)cc3C)cc2CC1C (centres undefined)	0.1	-4	8	-1	-0.2	-5	3	0	5
CCOC(=O)C1CCN(C(=O)C2CCN(c3nc4ccc(OC)cc4s3)CC2)CC1	0.6	-3	-2	-1	-0.6	4	14	12	-28
CC(=O)Nc1ccc(NC(=O)C(C)OC(=O)C2CCC2)cc1 (centres undefined)	-0.4	-3	2	1	0.0	-13	-4	1	20

molecule	MsrA inh	FAS-TE inh	PABP1 MLLE inh	MsrA act	TbMetRS inhib	E coli Lon inh	CendR NRP1 mod	MT1-MMP act inh	SKN-1 block
CC(C)(C)NC(=O)c1ccc2c(c1)C(=O)N(C1CCCCC1)C2=O	-1.2	12	14	-9	-0.5	0	-1	-15	-4
CCn1c(=S)sc2c(=O)n(-c3ccccc3)c(SC)nc21	2.2	35	5	-3	0.0	-4	5	-2	5
Cc1ccccc1NC(=O)C1Cc2ccccc2C(=O)O1 (centres undefined)	-0.2	-3	-3	4	-1.1	4	11	6	-38
CCN(CC(=O)Nc1ccc(OC)cc1)C(=O)C1CCN(C(=O)c2ccc(Cl)cc2)CC1	-0.6	0	10	-6	-0.3	4	9	0	5
CN1C(=O)CON=C1c1cccc2ccccc12	1.6	-5	10	2	-0.3	3	10	7	8
CCN(CC)c1ccc(C=Nc2ccc(N(C)C)cc2)c(O)c1	5.9*	-66	-119	-12	-0.5	5	-123	30	1
CN(CC(=O)Nc1ccccc1Br)C(=O)CNC(=O)c1ccc(Oc2ccccc2)cc1	-0.3	26	-10	-7	-0.5	-1	7	2	-9
COc1ccc2oc(C(=O)OCC(=O)/C(C#N)=C(\C)N)c(C)c2c1	1.1	-3	-1	-9	-1.2	-7	-6	5	-11
OCCN1CCN(CC(O)COCc2ccc3c(c2)OCO3)CC1 (centres undefined)	0.5	2	9	-2	-0.8	1	20	3	16
CC1CCCCC1NC(=O)COC(=O)c1cccn1C (centres undefined)	-0.2	-4	5	-5	-0.3	1	2	-3	-10

molecule	MsrA inh	FAS-TE inh	PABP1 MLLE inh	MsrA act	TbMetRS inhib	E coli Lon inh	CendR NRP1 mod	MT1-MMP act inh	SKN-1 block
CC1=C(C)C(=O)N(c2ccccn2)C1=O	-1.4	-10	-4	-4	-0.7	-2	-5	3	2
C/C(=N\NC(=O)CSCc1ccc(Cl)cc1)c1ccc2c(c1)OCCO2	0.7	8	2	-7	-0.5	4	-1	3	-6
C=CCn1c(SCCC)nc2sc3c(c2c1=O)CCc1ccccc1-3	-0.5	29	1	1	-0.5	-6	-1	-4	13
CCOc1ccc(N/C=C/C(=O)c2ccc(OC)c(OC)c2)cc1	1.5	2	-2	-3	-0.4	-6	-11	1	0
Cc1cc(C)c(-c2cc(C(F)(F)F)no2)c(=O)[nH]1	0.0	-6	-10	-9	-0.7	-17	-8	3	-22
NC(=O)c1nc(N2CCOCC2)nc(N2CCOCC2)n1	-0.1	-5	-3	-3	0.1	-2	-2	5	0
Cc1ccc(S(=O)(=O)NCCCNS(=O)(=O)c2ccccc2)cc1	1.8	-1	-3	-4	0.9	15	-1	1	1
CCOC(=O)N1CCC(NC(=O)c2cc(S(=O)(=O)N3CCCC3)cn2C)CC1	0.1	-7	0	-12	-1.2	4	-15	-2	-17
CC(C)c1ccc(NC(=O)c2cc3c(=O)n(C)c4ccccc4c3n2C)cc1	-0.6	10	11	-13	-1.1	13	-2	3	13
CS(=O)(=O)c1ccc(C(=O)OCC(=O)NC2CCS(=O)(=O)C2)cc1[N+](=O)[O-] (centres undefined)	0.9	-7	-13	-3	-0.2	3	-6	1	-10
CCOc1ccc(-c2cc(NC(=O)Cn3ncc4c3-c3ccccc3OC4)on2)cc1OCC	0.3	0	-17	-3	-0.5	-8	-13	-2	13
COCc1cc(=O)[nH]c(Nc2nc(C)c3ccccc3n2)n1	0.5	-8	1	-3	-0.8	-2	5	0	-13

With a hit mark in PABP1 MLLE inh, among the entries above:
molecule | MsrA inh | PABP1 MLLE inh | MsrA act | TbMetRS inhib | E coli Lon inh | CendR NRP1 mod | MT1-MMP act inh | SKN-1 block
NC(=S)c1ccc(C(N)=S)o1 | 3.4 | 38* | -8 | -0.3 | -10 | 7 | 1 | 4
